Screens from PubChem BioAssay.
All columns: NCI-60 one-dose screen, growth in % after 48 h at 10 µM unless noted; 100 = growth as untreated, 0 = no growth, -100 = all killed.
SK-MEL-5: SK-MEL-5 melanoma | actives 6.4% (n = 80,000)
SK-MEL-28: SK-MEL-28 melanoma | actives 4.1% (n = 81,000)
A549/ATCC: A549/ATCC NSCLC; actives 3.7% (n = 81,000)
MDA-MB-435: MDA-MB-435 melanoma | actives 7.8% (n = 82,000)
UACC-62: UACC-62 melanoma; actives 5.4% (n = 81,000); AID 1794756
M14: M14 melanoma; actives 6.2% (n = 80,000); AID 1794745
UACC-257: UACC-257 melanoma. actives 4.4% (n = 78,000)
SK-MEL-2: SK-MEL-2 melanoma | AID 1794763 | actives 4.7% (n = 77,000)
* = called active by the depositor; nt = no result given. Rule for the calls: active = growth percent below 10; inactive = the rest.

Under each structure – SK-MEL-5 | SK-MEL-28 | A549/ATCC | MDA-MB-435 | UACC-62 | M14 | UACC-257 | SK-MEL-2
CC(=O)CC(=O)N1CCOCC1
→ 95 | 115 | nt | 94 | 99 | 103 | nt | 121
CCOC(=O)C(C(C)=O)C(C)C(C(C)=O)C(=O)OCC (stereo not given)
→ 103 | 103 | 102 | 110 | 98 | 99 | 104 | 105
N#Cc1c(NC(=O)c2ccco2)[n+]([O-])c2ccc(F)cc2[n+]1[O-]
→ 92 | 108 | 102 | 105 | 97 | 104 | nt | 98
COc1cc(C(=O)/C=C/c2c(-c3cccs3)nc3ccccn23)cc(OC)c1OC
→ -24* | 8.1* | 14 | 11 | -33* | 12 | 30 | 11
Fc1ccc2[nH]cc(-c3nonc3-c3c[nH]c4ccc(F)cc34)c2c1
→ 69 | 89 | 61 | 77 | 43 | 51 | 76 | 75
CC(=O)C1=C(C#N)C(=C(C#N)C#N)NC1(C)O (stereo not given)
→ 105 | 101 | 107 | 103 | 95 | 95 | 109 | 110
CCOC(=O)Nc1ccc2c(c1)/C(=N\NC(=S)NC)c1ccccc1-2
→ 74 | 83 | 56 | nt | 72 | 78 | 107 | 101
Cc1ccc(-n2nc3c(c(C#N)c2=O)CC(c2ccc([N+](=O)[O-])cc2)C([N+](=O)[O-])=C3O)cc1 (stereo not given)
→ 106 | 114 | 102 | 109 | 98 | 110 | 101 | 116
O=C(O)c1cc(CCc2cc(O)ccc2O)ccc1O
→ 99 | 109 | 101 | 110 | 95 | 100 | 101 | 106
Nc1nc2ncc(N[C@@H](Cc3ccccc3)C(=O)O)nc2c(=O)[nH]1
→ 103 | 110 | 98 | 108 | 104 | 103 | 97 | nt
COc1cc(C2=NN(C(C)=O)C(c3ccc(Cl)cc3)C2)cc(OC)c1OC (stereo not given)
→ 83 | 110 | 97 | 89 | 91 | 103 | 82 | 87
CCCCC(C)NC(=O)c1ccccc1 (stereo not given)
→ 99 | 110 | 99 | 102 | 98 | 105 | 108 | 103
COc1c(O)cc2c(c1CC=C(C)C)OC(=O)c1c(cc(O)c(CC=C(C)C)c1O)O2
→ 41 | 80 | 57 | 60 | 67 | 27 | 93 | 55
O=c1nc2[nH]c3ccc(Br)cc3c2n[nH]1
→ nt | 102 | 93 | 104 | 98 | 107 | nt | nt
COc1ccc(OC)c([N+](=O)[O-])c1C=O
→ 96 | 103 | 101 | 101 | 100 | 108 | 84 | 136
CS(=O)(=O)N(c1ccccc1[N+](=O)[O-])S(C)(=O)=O
→ 103 | 111 | nt | 106 | 113 | 105 | nt | 94
CC(C)(O)c1cncc(-c2ccc3ncc(C#N)c(N4CCc5cc(F)c(Cl)cc54)c3c2)c1
→ -22* | 9.6* | 6.0* | 18 | -7.6* | 10 | 11 | -5.1*
CCOC(=O)C1=C(C)NC(SCc2nnc(-c3ccc(Cl)cc3)o2)=NC1c1ccc(Cl)cc1 (stereo not given)
→ 41 | 80 | 69 | 70 | 50 | 69 | 87 | nt
CC(=O)N/N=C1\CC2CCC1(C)C2(C)C (stereo not given)
→ 101 | 107 | 98 | 114 | 107 | 104 | 101 | 102
O=C(Nc1ccccc1Cl)c1cnc2ccc(C3CCNCC3)cn12
→ 91 | 102 | 67 | 86 | 94 | 73 | 83 | 92

Part of the list above in a different format.
Structure	SK-MEL-5	SK-MEL-28	A549/ATCC	MDA-MB-435	UACC-62	M14	UACC-257	SK-MEL-2
CCCCC(C)NC(=O)c1ccccc1 (stereo not given)	99	110	99	102	98	105	108	103
CC(C)(O)c1cncc(-c2ccc3ncc(C#N)c(N4CCc5cc(F)c(Cl)cc54)c3c2)c1	-22*	9.6*	6.0*	18	-7.6*	10	11	-5.1*

(further entries)
Under each structure – SK-MEL-5 | SK-MEL-28 | A549/ATCC | MDA-MB-435 | UACC-62 | M14 | UACC-257 | SK-MEL-2
Clc1ccc(-c2ccnc3c2c(-c2ccccc2)nn3-c2ccccc2)cc1
→ 99 | 104 | 99 | 101 | 95 | 99 | 98 | 111
O=C1OCC/C1=C/OCCO/C=C1\CCOC1=O
→ nt | 100 | 101 | 109 | 85 | 107 | 94 | 116
O=C(CSc1nc2ccccc2c(=O)n1-c1ccccc1)Nc1cccc(C(=O)/C=C/c2cccc(O[N+](=O)[O-])c2)c1
→ 100 | 107 | 97 | 99 | 94 | 95 | 107 | 110
COc1cccc(C2=NN(c3ccc(-c4ccccc4)nn3)C(c3cccc(F)c3)C2)c1 (stereo not given)
→ 89 | 98 | 86 | 100 | 77 | 89 | 97 | 84
COc1ccc(-c2nn(-c3ccccc3)cc2/C=C/C(=O)OCc2cn(-c3ccc(C)cc3)nn2)cc1
→ 93 | 109 | 97 | 103 | 79 | 106 | 116 | 103
CC(C)=C(NC(=O)c1ccccc1)C(=O)O
→ 99 | 108 | 105 | 110 | nt | 108 | 98 | 98
CCCCn1c(-c2ccc(O)cc2)cn2c3c(=O)[nH]c(=O)n(C)c3nc12
→ 52 | 75 | 75 | -13* | 51 | 54 | 79 | 46
CCOC(=O)CCCCc1ccc(C(=O)CCC(=O)O)cc1
→ 100 | 113 | 79 | 109 | 97 | 106 | 82 | 105
CC1=CC(c2ccc(C)cc2)N2C(C)=CSC2=N1 (stereo not given)
→ 98 | 108 | 96 | 106 | 100 | 107 | 97 | 103
Cc1nc(Cl)c2c(n1)N(C)c1ccccc1C(C)C2 (stereo not given)
→ 87 | 105 | 91 | 51 | 58 | 88 | 86 | 87
Cc1ccc(C2=C(O)C(=O)C(c3ccc(C)cc3)=C(O)C2=O)cc1
→ 74 | 75 | 97 | 47 | 54 | 52 | 69 | 87
COc1ccc(C/C(C)=C(\c2ccc(O)cc2)c2ccc(OCCN3CCOCC3)cc2)cc1
→ 108 | 110 | 95 | 102 | 95 | 102 | 102 | 94
Cc1ccc(C(C)C)c(OCC(=O)O)c1
→ 100 | 106 | 91 | 108 | 100 | 108 | 88 | 118
Cc1ccccc1C(=O)N(C(C)C)C(C)C
→ 98 | 100 | 93 | 104 | 98 | 100 | 86 | nt
Cc1ccc(S(=O)(=O)Nc2cc(C)cc(CCNC=O)c2C)cc1
→ 105 | 119 | 100 | 107 | 92 | 101 | 107 | 114
N[C@H](Cc1c[nH]c2ccccc12)C(=O)O
→ 98 | 108 | 102 | 102 | 98 | 95 | 112 | 98
COc1ccc(S(=O)(=O)Oc2ccc(-c3sc4cc(OS(=O)(=O)c5ccc(OC)cc5)ccc4c3C(=O)c3ccc(OCCN4CCCCC4)cc3)cc2)cc1
→ 101 | 103 | 88 | 105 | 101 | 105 | 93 | 119
c1ccc2cc(C[n+]3ccn(CCCCn4cc[n+](Cc5ccc6ccccc6c5)c4)c3)ccc2c1
→ 52 | 72 | 49 | 90 | 72 | 75 | 83 | 55
COC(CC(C)(O)C#CCC(C)(O)/C=C/C1=C(C)CCCC1(C)C)OC (stereo not given)
→ 93 | 106 | 67 | 103 | nt | 79 | 87 | 90
Brc1ccc2c(c1)CCCC2
→ 104 | 117 | 98 | 108 | 97 | 103 | 121 | 120

Full records as entered above. Screens in order: SK-MEL-5	SK-MEL-28	A549/ATCC	MDA-MB-435	UACC-62	M14	UACC-257	SK-MEL-2
Record of Cc1nc(Cl)c2c(n1)N(C)c1ccccc1C(C)C2 (stereo not given) → 87	105	91	51	58	88	86	87
Record of CCOC(=O)CCCCc1ccc(C(=O)CCC(=O)O)cc1 → 100	113	79	109	97	106	82	105
Record of Cc1ccc(C(C)C)c(OCC(=O)O)c1 → 100	106	91	108	100	108	88	118
Record of COc1ccc(C/C(C)=C(\c2ccc(O)cc2)c2ccc(OCCN3CCOCC3)cc2)cc1 → 108	110	95	102	95	102	102	94

Next section:
Under each structure – SK-MEL-5 | SK-MEL-28 | A549/ATCC | MDA-MB-435 | UACC-62 | M14 | UACC-257 | SK-MEL-2
CC1=C(C(N)=O)S(=O)(=O)c2ccccc21
→ 113 | 119 | 98 | 98 | 96 | 106 | 96 | 99
Cc1ccc(-n2ncc3c(=O)n(-c4cccc(C)c4)c(=O)[nH]c32)cc1
→ 99 | 116 | 103 | 104 | 105 | 101 | 106 | 104
CC12SCC(C(=O)NCc3cccc(C(F)(F)F)c3)N1C(=O)c1ccccc12 (stereo not given)
→ 101 | 109 | 78 | 102 | 88 | 104 | 75 | 85
Nc1ccc(CCc2ccc3ccccc3n2)cc1
→ 109 | 112 | 91 | 103 | 103 | 109 | 86 | 115
CNC(=O)c1n[nH]n2c1nc(=O)c1c3c(sc12)CCCC3
→ 92 | 107 | 89 | 109 | 102 | 95 | nt | 107
CCC(C)[C@@H]1NC(=O)[C@@H](C(C)CC)NC(=O)CC(=O)[C@H](C)[C@H](/C=C(\C)CC(C)C/C(C)=C/c2cnco2)OC1=O (stereo not given in full)
→ 96 | 85 | 103 | 95 | 87 | 92 | 97 | 110
O=C1/C(=C/c2ccc(-c3ccc(Br)cc3)o2)SC(=S)N1CCc1ccc(O)cc1
→ 93 | 103 | 68 | 49 | 50 | 51 | 77 | 2.9*
COc1ccc(C(=O)n2nc(-c3ccccc3)nc2N)cc1
→ 103 | 110 | 87 | 110 | 99 | 116 | 86 | 101
CC1(C)[C@@H](O)CC[C@]2(C)[C@H]3CC[C@@H]4[C@H]5[C@H](C(=O)/C=C/c6ccc(C=O)cc6)CC[C@]5(CO)CC[C@@]4(C)[C@]3(C)CC[C@@H]12
→ 97 | 104 | 89 | 98 | 82 | 101 | 97 | 110
O=[N+]([O-])c1cc([N+](=O)[O-])c2ccccc2c1O
→ 96 | 119 | 105 | 109 | 98 | 100 | 110 | nt
CCCCn1c(N)c(N(CC)C(=O)Cc2c(Cl)cccc2Cl)c(=O)[nH]c1=O
→ 92 | 104 | 99 | 120 | 94 | 99 | 107 | 96
CC1CN(Cc2ccccc2)C(=O)NC1=O (stereo not given)
→ 106 | 114 | 103 | 110 | 96 | 111 | 102 | 102
O=C(N/N=C/c1ccc(Cl)cc1)c1ccc(NC(=O)c2ccccn2)cc1
→ 40 | 52 | 26 | 64 | 62 | 55 | 63 | 79
OC1CC2c3ccccc3C1c1ccccc12 (stereo not given)
→ 106 | 112 | 100 | 107 | 103 | 98 | nt | 117
CCOC(=O)CCC[P+](c1ccccc1)(c1ccccc1)c1ccccc1
→ 48 | 84 | 91 | 60 | 65 | 88 | 27 | 85
COc1ccc2c(c1)/C(=C/c1c(-c3cc(OC)c(OC)c(OC)c3)nc3sccn13)C(=O)N2
→ 82 | 99 | 110 | 100 | 93 | nt | 101 | 99
C=CC[n+]1ccccc1
→ 103 | 124 | 104 | 120 | 107 | 101 | 106 | 117
Cc1c(C#N)c(N)n(CCN2CCNCC2)c1C
→ 101 | 111 | 95 | 100 | 92 | 105 | 93 | 99
Brc1cccc(-n2ncc3c(Nc4ccc(OCc5ccccc5)cc4)ncnc32)c1
→ 99 | 108 | 109 | 105 | 93 | 96 | 99 | 108
Cc1ccc(/C=C/C(=O)c2c(O)c3ccccc3oc2=O)cc1
→ 97 | 109 | 73 | 109 | 97 | 89 | 73 | nt

Later entries
Under each structure – SK-MEL-5 | SK-MEL-28 | A549/ATCC | MDA-MB-435 | UACC-62 | M14 | UACC-257 | SK-MEL-2
O=C1/C(=C/c2ccc(Oc3ccccc3)cc2)N=C(c2ccccc2)N1CCc1cccs1
→ 95 | 94 | 91 | 90 | 72 | 59 | 99 | 76
O=C(CSc1n[nH]c(-c2ccncc2)n1)c1ccc(Br)cc1
→ 101 | 105 | 96 | 103 | 94 | 102 | 98 | 104
CC(C)C(CCC(=O)O)CC(=O)O (stereo not given)
→ 99 | 105 | 104 | 90 | 103 | 99 | 104 | 99
CN1CCC(CC(C(=O)N2CCCC2)(c2ccccc2)c2ccccc2)C1 (stereo not given)
→ 103 | 106 | 102 | 112 | 100 | 99 | 108 | 104
O=C(O)c1cc(Br)ccc1O
→ 99 | 100 | 97 | 100 | 102 | 99 | 93 | 118
C/C(=C(/C)C1CC1CCN(Cc1ccccn1)Cc1ccccn1)c1ccccc1 (stereo not given)
→ 94 | 105 | 104 | 102 | 91 | 94 | 107 | 110
CCOC(=O)c1ccc(NC(C)=O)o1
→ 98 | 118 | 76 | 103 | 90 | 106 | 80 | 100
CCCCn1c(O)c(N=Nc2nc(-c3cc4ccccc4oc3=O)cs2)c2cc(Br)ccc21
→ 98 | 104 | 98 | 111 | 93 | 112 | 103 | 116
C=CCn1c(SCC(=O)Nc2ccc(C(=O)/C=C/c3ccc(Cl)cc3)cc2)nnc1-c1c[nH]c2ccccc12
→ 43 | 90 | 65 | 84 | 57 | nt | 100 | 89
COc1ccc(C(C(=O)NC(C)(C)C)N(Cc2ccco2)C(=O)CNC(=O)OC(C)(C)C)cc1OC (stereo not given)
→ 95 | 88 | 110 | 116 | 101 | 99 | 105 | 81
CCCCCN=C(N)N/N=C/c1c[nH]c2ccc(OC)cc12
→ 103 | 101 | 86 | 101 | 99 | 102 | 116 | 121
CCCC(C)C(=O)OC1CCCC1 (stereo not given)
→ 108 | 114 | nt | 104 | 100 | 108 | 124 | 135

A run of entries of the results above, as a working copy:
Under each structure – SK-MEL-5 | SK-MEL-28 | A549/ATCC | MDA-MB-435 | UACC-62 | M14 | UACC-257 | SK-MEL-2
CCCCn1c(O)c(N=Nc2nc(-c3cc4ccccc4oc3=O)cs2)c2cc(Br)ccc21
→ 98 | 104 | 98 | 111 | 93 | 112 | 103 | 116
C=CCn1c(SCC(=O)Nc2ccc(C(=O)/C=C/c3ccc(Cl)cc3)cc2)nnc1-c1c[nH]c2ccccc12
→ 43 | 90 | 65 | 84 | 57 | nt | 100 | 89
COc1ccc(C(C(=O)NC(C)(C)C)N(Cc2ccco2)C(=O)CNC(=O)OC(C)(C)C)cc1OC (stereo not given)
→ 95 | 88 | 110 | 116 | 101 | 99 | 105 | 81
CCCCCN=C(N)N/N=C/c1c[nH]c2ccc(OC)cc12
→ 103 | 101 | 86 | 101 | 99 | 102 | 116 | 121
CCCC(C)C(=O)OC1CCCC1 (stereo not given)
→ 108 | 114 | nt | 104 | 100 | 108 | 124 | 135

Hits appear at their usual frequency; about 11% have a hit in one of these screens.
